Assay outcomes deposited in PubChem BioAssay by National Center for Advancing Translational Sciences (NCATS).
BLM inh = qHTS Assay for Inhibitors of Bloom's syndrome helicase (BLM); 0.2% of 350,000 active; Potency, µM (highest dose often 56.1 µM), for inactives: at the top dose activity change, negative = inhibition, actives largely listed as inhibitors; RecQ-like DNA helicase BLM (Homo sapiens), P54132; recombinant BLM DNA unwinding, fluorescence dequenching;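 note: potency is the fitted concentration of half-maximal effect; plate controls were vehicle for no effect and no enzyme for full effect; nearly all actives have a fitted effect of over 35% in size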
Target sequence (P54132 whole entry, looked up): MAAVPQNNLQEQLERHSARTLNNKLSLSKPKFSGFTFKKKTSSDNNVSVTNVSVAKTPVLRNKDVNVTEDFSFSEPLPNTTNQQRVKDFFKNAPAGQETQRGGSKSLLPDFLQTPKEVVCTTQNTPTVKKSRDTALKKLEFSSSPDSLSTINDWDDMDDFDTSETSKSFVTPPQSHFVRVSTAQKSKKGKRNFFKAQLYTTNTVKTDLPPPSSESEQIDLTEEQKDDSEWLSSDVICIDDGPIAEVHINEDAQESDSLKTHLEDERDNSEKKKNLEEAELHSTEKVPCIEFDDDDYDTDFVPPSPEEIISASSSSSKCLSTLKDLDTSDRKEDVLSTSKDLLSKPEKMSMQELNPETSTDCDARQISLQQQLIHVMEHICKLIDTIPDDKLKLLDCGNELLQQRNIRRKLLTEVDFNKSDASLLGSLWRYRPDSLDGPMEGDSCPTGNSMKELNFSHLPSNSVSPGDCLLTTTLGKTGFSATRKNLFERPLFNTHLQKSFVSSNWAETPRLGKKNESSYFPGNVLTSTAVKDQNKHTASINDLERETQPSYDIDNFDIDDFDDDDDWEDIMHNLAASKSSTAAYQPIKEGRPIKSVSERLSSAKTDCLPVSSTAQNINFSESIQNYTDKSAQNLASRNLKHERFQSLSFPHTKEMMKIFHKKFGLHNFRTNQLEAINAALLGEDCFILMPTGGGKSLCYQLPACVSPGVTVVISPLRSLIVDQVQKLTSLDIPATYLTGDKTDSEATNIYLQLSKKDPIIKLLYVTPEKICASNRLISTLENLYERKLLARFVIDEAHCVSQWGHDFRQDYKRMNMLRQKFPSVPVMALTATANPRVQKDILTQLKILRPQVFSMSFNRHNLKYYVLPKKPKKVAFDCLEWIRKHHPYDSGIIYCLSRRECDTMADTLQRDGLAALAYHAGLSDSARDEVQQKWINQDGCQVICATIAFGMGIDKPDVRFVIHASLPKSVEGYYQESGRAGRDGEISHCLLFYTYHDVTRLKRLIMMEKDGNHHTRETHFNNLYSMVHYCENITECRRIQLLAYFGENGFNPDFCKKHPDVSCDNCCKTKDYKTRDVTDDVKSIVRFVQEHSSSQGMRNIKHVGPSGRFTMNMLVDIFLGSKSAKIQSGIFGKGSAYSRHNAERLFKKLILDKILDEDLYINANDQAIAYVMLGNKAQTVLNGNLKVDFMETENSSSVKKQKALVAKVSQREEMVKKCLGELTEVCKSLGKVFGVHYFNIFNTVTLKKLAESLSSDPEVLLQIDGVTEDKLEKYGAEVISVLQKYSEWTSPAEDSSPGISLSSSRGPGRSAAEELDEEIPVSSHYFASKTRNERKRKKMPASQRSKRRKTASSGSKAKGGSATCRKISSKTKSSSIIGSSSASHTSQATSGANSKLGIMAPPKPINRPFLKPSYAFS
Anesthetic bind = qHTS Assay for Identification of Novel General Anesthetics | Ferritin light chain (Equus caballus), P02791 | apoferritin/1-aminoanthracene competitive binding, fluorescence | Potency, µM (titrated, usually from 77.5 µM), inactives show at the top dose activity change, negative = displacement, most hits filed as inhibitors | 0.074% of 350,000 active; note: potency is the fitted concentration of half-maximal effect; % is set by controls: 0 for no effect and ±100 for the full control effect; nearly all actives have a fitted effect of over 20% in size
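10 uM apoferritin + 50% sat. 1-AMA, PBS; cpd 10 min RT; Ex380/Em535 endpoint; normalized to free probe vs complex; 4-param Hill fit; propofol titration as pos. ctrl.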
Pol kappa inh = qHTS for Inhibitors of Polymerase Kappa; DNA polymerase kappa (Homo sapiens), Q9UBT6; purified Pol kappa, fluorescent DNA synthesis assay, 10 min; 0.53% of 400,000 active; Potency, µM (top dose mostly 107 µM), inactives show at the top dose activity, negative = inhibition, hits mostly inhibitors; note: potency is the fitted concentration of half-maximal effect; % is set by controls: 0 for no effect and ±100 for the full control effect
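First, compounds were pin-transferred onto 10 nM Pol kappa. After 15 min at room temperature, substrate was added to 50 nM final. Fluorescence was then measured kinetically at 0 and 10 min.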
Pol beta inh = qHTS Assay for Inhibitors of DNA Polymerase Beta; P06746; Pol beta primer extension/strand displacement, fluorescence kinetic; Potency, µM (doses to about 114 µM), for the others: at the highest dose activity change, negative = inhibition, hits mostly inhibitors; 1.3% of 340,000 active; note: potency is the fitted concentration of half-maximal effect; % is set by controls: 0 for no effect and ±100 for the full control effect
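Enzyme-only controls used 10 nM Pol beta; buffer lacking enzyme served as negative control. Compound preincubated 15 min, then 50 nM substrate added; 0 and 10 min reads at room temperature.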
POLH inh = qHTS for Inhibitors of Polymerase Eta; DNA polymerase eta (Homo sapiens), Q9Y253; recombinant Pol eta, fluorescent DNA replication assay; Potency, µM (top dose mostly 114 µM), for the others: top-dose activity change, negative = inhibition, hits mostly inhibitors; 1.2% of 390,000 active; note: potency is the fitted concentration of half-maximal effect; % is set by controls: 0 for no effect and ±100 for the full control effect
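Pol eta (10 nM) was preincubated with compounds for 15 min at room temperature, after which fluorescent replication substrate (50 nM final) was added to start the reaction. Fluorescence was read kinetically at 0 and 10 min.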
APEX1 inh = qHTS Assay for Inhibitors of the Human Apurinic/apyrimidinic Endonuclease 1 (APE1). recombinant APE1, TAMRA/BHQ-2 abasic DNA cleavage fluorescence. 0.35% of 350,000 active. Potency, µM (doses to about 65.8 µM), for inactives: at the highest dose activity change, negative = inhibition, hits mostly inhibitors. AID 2517, 2012;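 note: potency is the fitted concentration of half-maximal effect; plate controls were vehicle for no effect and reference inhibitor for full effect; nearly all actives have a fitted effect of over 55% in size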
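Substrate: short duplex with […] THF abasic site, 5'-TAMRA and 3'-BHQ-2, 50 nM final. APE1 at 0.75 nM, preincubated 15 min RT with compound. Fluorescence increase from first to third read measured activity.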
POLI inh = qHTS for Inhibitors of Polymerase Iota; DNA polymerase iota (Homo sapiens), Q9UNA4; Pol iota fluorescent replication assay, 10 min; Potency, µM (series often up to 115 µM), for the others: at the top dose activity, negative = inhibition, hits mostly inhibitors; 1% of 390,000 active; note: potency is the fitted concentration of half-maximal effect
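Fluorescent replication assay read twice, at 0 min and 10 min after adding 50 nM (final) substrate. Enzyme (10 nM) and compounds were first incubated 15 min at room temperature; enzyme-free buffer wells were negative controls.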
Glioma ERSR ind = qHTS for Inducers of the Endoplasmic Reticulum Stress Response (ERSR) in Human Glioma: qHTS; Potency, µM, for inactives: at the top dose activation, actives largely listed as activators; U87-MG GRP78 promoter luciferase reporter, 16 h; 0.02% of 420,000 active; AID 602332, 2012; note: potency is the fitted concentration of half-maximal effect; series mostly up to about 76 µM; % of control where 0% means no effect; nearly all actives have a fitted effect of over 35% in size
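Stably transfected U87-MG glioma cells carrying a GRP78-based luciferase sensor; 16 h compound incubation. Luminescence end-point read 10 min after Bright-Glo addition at room temperature.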
LDHA block = qHTS assay for inhibitors of human lactate dehydrogenase; L-lactate dehydrogenase A chain (Homo sapiens), P00338; activity change, % (values are at about 110 or 230 µM); 0.15% of 480,000 active; purified LDHA, NADH/diaphorase-resazurin fluorescence; hits give low values; AID 1347041, 2019; in the data active = activity change below about -30%; inconclusive = mostly about -25% to -30%;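 note: plate controls were DMSO wells for no effect and wells without enzyme for full effect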
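Human LDH5 at 2 nM final in Tris HCl pH 7.4 with 0.06 mM NADH and 0.2 mM pyruvate, reacted 5 minutes at room temperature. Remaining NADH coupled via diaphorase/resazurin; resorufin fluorescence read at 0 and 20 minutes, normalized to enzyme-free and DMSO wells.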
* marks the source's active call; other numbers are inactive results; ? = inconclusive; nt = not tested or not shown; & = joins results of further samples; [ ] = another dose, or the depositor's remark. Unless noted, calls come from the whole dose curve; as a rule, active = well fitted curve in the direction sought with a large enough effect; inconclusive = small, poorly fitted or top-dose-only effect, or another doubt; inactive = no such curve, though single readings can be large; an effect the other way counts as inactive or inconclusive.

SMILES	BLM inh	Anesthetic bind	Pol kappa inh	Pol beta inh	POLH inh	APEX1 inh	POLI inh	Glioma ERSR ind	LDHA block
COC(=O)c1cn(Nc2ncc(C(F)(F)F)cc2Cl)c(=O)c2ccccc12	-2%	?	-6%	0%	-20%	2%	14%	-3%	-1
COC(=O)c1[nH]c2cc(OC)ccc2c1NC(=O)CCN1CCN(c2ccccc2)CC1	-8%	-10%	-22%	17%	-13%	7%	6%	-2%	-12
O=C1N(Nc2ccccc2)C(c2ccc(Br)cc2)C12CCCC2 (stereo unspecified)	-4%	-9%	-5%	37%	-1%	12%	8%	-3%	0
COc1cc(-c2n[nH]c(=S)n2-c2ccc(C)cc2)cc(OC)c1OC	-8%	-12%	2%	-22%	13%	5%	-11%	0%	-2
O=c1cc(CSc2ccccn2)[nH]c(=O)[nH]1	-3%	?	-9%	25%	-15%	-4%	7%	-3%	-5
COc1ccc(N(C)C(=O)c2nn(-c3ccc(C)cc3)c(=O)n(C)c2=O)c(OC)c1	-1%	-6%	-11%[60.1 µM]	3%	9%	nt	-1%	-3%	-2
CC1CCN(C(c2ccccc2)c2sc3nc(-c4ccco4)nn3c2O)CC1 (stereo unspecified)	2%	-5%	-8%[60.1 µM]	16%	-3%	nt	-6%	-3%	-4
O=C(COc1ccc(F)cc1Cl)N1CCN(C(=O)c2cccs2)CC1	nt	nt	2%	nt	-18%	1%	1%	-5%	0&19
CCOC(=O)CSc1nnc(CNC(=O)c2ccc(OC)c(OC)c2)n1C	-4%	36%[activator]	-4%	-12%	1%	-4%	-3%[58.9 µM]	-3%	-11
Cc1cc(-c2ccccc2N)n[nH]1	-1%	-20%	-12%	26%	3%	0%	2%	-2%	-1
CCOc1cc(N2CCOCC2)c(OCC)cc1NC(=O)COc1cccc(Cl)c1	nt	nt	-3%	nt	-18%	53%	21%	-3%	4
CCc1cc(=O)oc2cc(C)cc(OC(C)C(=O)NCCCN3CCCC3=O)c12 (stereo unspecified)	4%	-5%	3%	24%	-18%	27%	34%[activator]	0%	1
Cc1ccc(C)c(OCC(=O)Nc2cccc(C(=O)O)c2)c1C	4%	-20%	-1%	-4%	6%	-2%	22%	2%	0
O=C(NCC(O)c1ccc2ccccc2c1)c1c(F)cccc1F (stereo unspecified)	-9%	-9%	1%	36%	-12%	14%	32%	0%	0
O=C1CCCN1CCCNc1ncccc1[N+](=O)[O-]	-2%	-7%	0%	31%	0%	51%[activator]	36%[activator]	-2%	-10
O=C(Nc1ccc(OC(F)(F)F)cc1)c1ccc(-n2cncn2)nc1	-5%	-4%	0%	23%	-16%	18%	50%[activator]	1%	-3
CC(C)(C)N(C(=O)Cn1nnc(-c2ccc(F)cc2)n1)C(C(=O)NC1CCCC1)c1ccncc1 (stereo unspecified)	-4%	6%	-9%	39%	-16%	-2%	11%	-4%	2
COc1ccc(C2CC(=O)Nc3c2c(=O)nc2c(C)cccn32)cc1OC (stereo unspecified)	2%	-1%	-4%[60.1 µM]	-28%	-17%	nt	13%	-3%	-1
Cc1cc(=O)oc2cc(OCC(=O)NCCc3nc4ccccc4[nH]3)ccc12	-7%	-8%	-29%	0%	?	25%	-4%	3%	-5
Cc1ccc(NC2=C(c3ccc(C(F)(F)F)cc3)C(=O)c3ccccc32)cc1F	-10%	-23%	-20%	1%	-16%	nt	0%	0%	2
COc1cc(OC)c(NS(=O)(=O)c2c(C(=O)N3CCC(C)CC3)c(C)n(C)c2C)cc1Cl	6%	31%[activator]	-13%[60.1 µM]	0%	-7%	nt	8%	-1%	-2
c1ccc(-c2ccc3sccc3n2)cc1	nt	nt	6%	nt	-4%	nt	12%	-1%	-5
O=C(NCCc1nnc2ccc(SCC(=O)N3CCCC3)nn12)c1ccc(F)cc1	-6%	-7%	-18%	-1%	-9%	42%	-9%	2%	-3
Cc1ccc2nc(C3CCCN(C(=O)NCc4ccccc4)C3)[nH]c2c1 (stereo unspecified)	-1%	-5%	-2%	-17%	-12%	4%	22%	1%	-1
N#Cc1cccc(CSc2nnc(CCCO)n2-c2ccccc2)c1	0%	-7%	9%	22%	-12%	4%	-2%	-2%	-2

The results go on:
SMILES	BLM inh	Anesthetic bind	Pol kappa inh	Pol beta inh	POLH inh	APEX1 inh	POLI inh	Glioma ERSR ind	LDHA block
CCOc1cc(N2CCOCC2)c(OCC)cc1NC(=O)COC(=O)c1cc(C)cc(C)c1	-3%	4%	-9%	8%	-5%	2%	14%	-3%	-2
O=C(COc1ccccc1F)Nc1ccc(S(=O)(=O)N2CCCC2)cc1	nt	nt	5%	nt	-13%	41%	28%	0%	1
C/C(Cl)=C\Cn1c(O)c(N=NC(N)=S)c2ccccc21	-5%	?	-11%	3%	-18%	-1%	57%[activator]	-17%	-1
COC(=O)[C@H](C)NC(=O)C/C=C\[C@@H](C)[C@H]1C=C[C@H](O)[C@@H](CO)O1	-5%[12.4 µM]	29%[15.3 µM]	nt	nt	nt	38%[activator][12.4 µM]	nt	-4%	nt
O=[N+]([O-])c1ccccc1S(=O)(=O)NC1CCCC1	-2%	-21%	6%	13%	-18%	3%	36%[activator]	-5%	-2
COc1ccc(CCNS(=O)(=O)c2cc3c4c(c2)CC(=O)N4CCC3)cc1	-2%	-8%	-14%	9%	-15%	-3%	-13%	-5%	-13
CCOC(=O)C1CCN(C(=O)COC(=O)COc2ccccc2OC)CC1	-2%	-4%	-11%	31%	-9%	-5%	5%	-3%	-11
CCc1cccc(C)c1NS(=O)(=O)c1c(C)nc2sccn2c1=O	-2%&1%	-19%&3%	-10%&-6%	7%&5%	-4%&-7%	-3%	-23%&-1%	-2%&-1%	-6&-1
C=CCNc1ncnc2c1cnn2-c1ccc(C)cc1C	2%	7%	0%	-18%	-18%	-4%	8%	1%	-3
NNc1ccccc1C(F)(F)F	-5%	-2%	-3%	20µM*	4%	35µM*	69%[activator]	-3%	-3
O=c1cc(CSc2nnc(-c3ccccc3)o2)c2ccccc2[nH]1	1%	4%	6%	43%	-14%	5%	-25%	-4%	-17
O=C(CSc1nc(O)c(C2CCCCC2)c(=O)[nH]1)N1CCOCC1	2%	-3%	-1%	29%	-18%	5%	39%[activator]	4%	-4
Cc1csc(NC(=O)C2CCN(S(=O)(=O)c3ccccc3)CC2)n1	nt	nt	-9%	nt	-10%	-9%	28%	1%	-13
CCS(=O)(=O)N1CCc2cc(C(=O)Nc3cc(Cl)ccc3C)ccc21	-10%	1%	-13%	-26%	-8%	nt	-24%	1%	0
Cc1[nH]c2ccccc2c1C(C[N+](=O)[O-])c1cccs1 (stereo unspecified)	-10%	?	-18%	2%	-13%	-4%	69%[activator]	-5%	-4
CCCn1c2ccccc2c2nnc(SCC(=O)Nc3c(C)n(C)n(-c4ccccc4)c3=O)nc21	-10%	8%	-6%	-1%	-7%	0%	101%[activator]	0%	-12
CC(=O)OCC(=O)[C@@]1(O)[C@H](OC(C)=O)C[C@H]2[C@@H]3CCC4=CC(=O)C=C[C@]4(C)[C@@]3(F)[C@@H](O)C[C@@]21C	-5%	-7%	2%[60.1 µM]	nt	nt	0%	nt	-3%&-3%	nt
Cc1ccc(C(=O)NCN2CCN(c3ccc(F)cc3)CC2)cc1	nt	nt	8%	nt	4%	20%	1%	0%	-1
CCN1CCN(CCC(=O)Nc2cccc(C)c2)CC1	1%	-3%	-17%	1%	-7%	27%	46%[activator]	-2%	-4
COc1ccc2cc(C(=O)NCc3ccc4c(c3)CCN4C(=O)c3ccccc3)[nH]c2c1	-6%	-1%	-10%[60.1 µM]	-12%	-4%	nt	7%	-2%	-7
CNc1snc(C)c1C(=O)OC(C)C(=O)NCc1ccccc1 (stereo unspecified)	nt	nt	5%	nt	-13%	28%	18%	-1%	-4
O=C(Cc1cccc(NC(=O)C2CCN(S(=O)(=O)c3cccc([N+](=O)[O-])c3)CC2)c1)Nc1cccc(C(=O)N2CCCCC2)c1	nt	nt	-1%	nt	-5%	nt	4%	8%	-9
S=C(NCCNC(=S)Nc1ccccc1)Nc1ccccc1	-5%	2%	-9%	2%	-15%	42%[activator]	-11%	-4%	-3
CC1(c2ccc3ccccc3c2)NC(=O)N(CC(=O)N2CCCC(C(F)(F)F)C2)C1=O (stereo unspecified)	nt	nt	-6%	nt	-6%	-2%	0%	-2%	-3
S=C1NCC(c2ccccc2)S1 (stereo unspecified)	nt	nt	0%	nt	-9%	nt	2%	1%	-1
Cc1ccc(NC(=O)C2CC3CCC2C3)c(Br)c1 (stereo unspecified)	-1%	?	-10%	15%	0%	-9%	1%	2%	-13
C=C(C)c1cccc(C(C)(C)NC(=O)N2CCCC(C(N)=O)C2)c1 (stereo unspecified)	0%	-7%	-15%	78%	-15%	-2%	-6%	-5%	-1
COc1cccc(C(=O)Nc2cccc(S(=O)(=O)NC3=NCCC3)c2)c1	nt	nt	-2%	nt	-14%	3%	53%[activator]	-1%	-3
CC(NC(=O)COC(=O)C1CCCCC1)c1ccccc1 (stereo unspecified)	nt	nt	-8%	nt	-15%	11%	9%	0%	-6

Entries of single compounds, looked up by structure. Values in the order: BLM inh | Anesthetic bind | Pol kappa inh | Pol beta inh | POLH inh | APEX1 inh | POLI inh | Glioma ERSR ind | LDHA block
`O=C(CSc1nc(O)c(C2CCCCC2)c(=O)[nH]1)N1CCOCC1` reads 2% | -3% | -1% | 29% | -18% | 5% | 39%[activator] | 4% | -4
`CCCn1c2ccccc2c2nnc(SCC(=O)Nc3c(C)n(C)n(-c4ccccc4)c3=O)nc21` reads -10% | 8% | -6% | -1% | -7% | 0% | 101%[activator] | 0% | -12
`CNc1snc(C)c1C(=O)OC(C)C(=O)NCc1ccccc1` (stereo unspecified) reads nt | nt | 5% | nt | -13% | 28% | 18% | -1% | -4

Not all compounds are listed; rates above refer to the full screens.
